Screens: PubChem BioAssay, National Center for Advancing Translational Sciences (NCATS)
GCN5L2 inh = GCN5L2 (KAT2A) acetyltransferase inhibition; Q92830; GCN5L2 HAT assay, ThioGlo1 CoA-SH fluorescence; Potency, µM (doses to about 58.9 µM), for the others: at the top dose activity change, negative = inhibition, actives largely listed as inhibitors; actives 0.21% (n = 390,000)
Target sequence (Q92830 whole entry, looked up): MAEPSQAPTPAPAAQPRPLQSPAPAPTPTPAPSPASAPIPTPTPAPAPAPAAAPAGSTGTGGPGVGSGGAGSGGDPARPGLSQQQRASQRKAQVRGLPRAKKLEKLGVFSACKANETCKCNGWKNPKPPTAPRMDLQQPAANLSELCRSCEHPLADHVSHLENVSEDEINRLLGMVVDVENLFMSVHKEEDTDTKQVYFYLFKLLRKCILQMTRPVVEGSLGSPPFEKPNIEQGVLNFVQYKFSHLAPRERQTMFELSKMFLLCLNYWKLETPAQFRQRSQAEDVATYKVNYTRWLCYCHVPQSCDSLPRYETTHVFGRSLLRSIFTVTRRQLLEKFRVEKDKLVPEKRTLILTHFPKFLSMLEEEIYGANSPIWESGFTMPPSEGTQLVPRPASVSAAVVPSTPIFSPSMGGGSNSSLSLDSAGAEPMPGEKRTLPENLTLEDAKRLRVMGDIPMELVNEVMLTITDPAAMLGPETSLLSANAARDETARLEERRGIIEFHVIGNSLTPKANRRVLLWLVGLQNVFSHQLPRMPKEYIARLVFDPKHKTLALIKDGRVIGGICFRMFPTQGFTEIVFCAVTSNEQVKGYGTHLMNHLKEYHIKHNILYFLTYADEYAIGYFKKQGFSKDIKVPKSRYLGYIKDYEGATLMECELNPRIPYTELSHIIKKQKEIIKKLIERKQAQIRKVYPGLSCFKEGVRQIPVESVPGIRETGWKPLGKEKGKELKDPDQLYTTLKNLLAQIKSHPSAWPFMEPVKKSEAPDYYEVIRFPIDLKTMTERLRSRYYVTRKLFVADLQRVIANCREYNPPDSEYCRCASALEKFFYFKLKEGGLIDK
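Titration-based screen in which CoA formation is detected via maleimide probe ThioGlo1 (50uM) turning fluorescent on thiol reaction; substrates H3(1-25) 75uM and acetyl-CoA 70uM, GCN5L2 20nM, 20 min incubation at room temperature.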
DT40 TDP1 no CPT = qHTS for Inhibitors of human tyrosyl-DNA phosphodiesterase 1 (TDP1): qHTS in cells in absence of CPT. DT40 Tdp1-/- hTDP1 cells, no CPT, ATP luminescence, 48 h. Potency, µM (highest dose often 46.2 µM), without a hit: top-dose activity change, negative = growth inhibition, actives largely listed as inhibitors. actives 15% (n = 420,000); note: nearly all actives have a fitted effect of over 55% in size
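No-CPT arm: Tdp1-/-;hTDP1 DT40 cells (400/well) plus compounds, incubated ≥48 hr at 37 °C. Readout CellTiter-Glo luminescence.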
TDP1 inh = TDP1 (human) enzyme inhibition; Potency, µM (doses to about 130 µM), for inactives: top-dose activity change, negative = inhibition, most hits filed as inhibitors; recombinant TDP1, AlphaScreen DNA substrate cleavage; Q9NUW8; actives 0.28% (n = 350,000); note: nearly all actives have a fitted effect of over 40% in size
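Compounds were preincubated with Tdp1 (1 nM final) for 15 min at room temperature before substrate (15 nM final) started a 5 min reaction; beads (10 ug/ml final) were then added for 10 min before AlphaScreen detection.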
* = called active by the depositor; ? = inconclusive; / = no result given; & = joins results of further samples; [ ] = remark or other dose. Calls come from the whole dose curve; as a rule, active = well fitted curve in the direction sought with a large enough effect; inconclusive = small, poorly fitted or top-dose-only effect, or another doubt; inactive = no such curve, though single readings can be large; an effect the other way counts as inactive or inconclusive. % is set by controls: 0 for no effect and ±100 for the full control effect; potency is the fitted concentration of half-maximal effect. Only part of the results is shown; rates above refer to the full screens.

Screens in order: GCN5L2 inh | DT40 TDP1 no CPT | TDP1 inh
> COc1ccc(-n2ncc3c(NCCN4CCOCC4)ncnc32)cc1
→ -5% | -3% | 0%
> COc1ccc([C@@H]2[C@@H]3C(=O)N(C(C)(C)C)C(=O)[C@@H]3[C@]3(CC(C)C)C(=O)N(c4cccc(Br)c4)C(=O)N23)cc1
→ -8% | -29% | /
> S=c1[nH]c(-c2ccccc2)cn1-c1ccccc1
→ -1% | 3% | /
> Cc1ccc2c(c1)cc(C(=O)Nc1ccc(F)cc1F)n2C
→ 1% | 7.3µM* | 4%
> O=C(c1cccc(S(=O)(=O)N2CCOCC2)c1)N1CCN(C/C=C/c2ccccc2)CC1
→ -3% | ? | 2%
> COc1ccc(NC(=O)CN(C)C(=O)c2ccc3c(c2)S(=O)(=O)N=C2CCCCCN23)cc1
→ 1% | 11% | 3%
> CC1=CC(C)(C)Nc2ccc(OC(=O)C(Cc3ccccc3)N3C(=O)C4CCCCC4C3=O)cc21 (centres undefined)
→ -10% | ? | 5%
> COc1cc(NC(=O)Cn2c(=O)n(CC3CCCO3)c(=O)c3ccccc32)cc(OC)c1 (centres undefined)
→ -1%&-3% | -20%&-14% | 0%&-1%
> CC(Sc1ncccn1)C(=O)NC1(C#N)CCCCC1 (centres undefined)
→ 1% | 3% | 0%
> CCN(C[C@H]1N[C@@](C)(C(=O)OC)[C@H]2C(=O)N(Cc3ccccc3)C(=O)[C@@H]12)C(=O)Nc1ccc(OC)cc1
→ 2% | -5% | 2%
> COc1ccc(C2(C)NC(=O)N(CC(=O)c3ccc4c(c3)OCO4)C2=O)cc1 (centres undefined)
→ 0% | -20% | 1%
> COc1cccc(N2CCN(C(=O)CCn3c(=S)[nH]c4cc5c(cc4c3=O)OCO5)CC2)c1
→ -8% | / | 1%
> CC1(C(=O)N2CCC(CC3CC(c4ccc(Cl)cc4)=NO3)(C(=O)NCC3CCCCC3)CC2)CC1 (centres undefined)
→ -3% | ? | /
> O=C(CCn1cccn1)NCc1ccc(Cl)cc1
→ -18% | 0% | 5%
> CCOc1ccc(NC(=O)c2cc3n(n2)C(C(F)(F)F)CC(c2ccco2)N3)cc1 (centres undefined)
→ -7% | -27% | 1%
> C=Cc1ccc(CSc2nc(-c3ccc(OC)cc3)nc3c2Cc2c(CO)cnc(C)c2O3)cc1
→ 2% | 5.2µM* | 5%
> CC(C)C[C@H](NC(=O)N1CCN(c2ccccc2)CC1)C(=O)O
→ -4% | -2% | 3%
> Clc1ccccc1Cn1c(/C=C/c2ccco2)nc2ccccc21
→ -19% | ? | 6%
> COc1cccc(-c2cc3nc(-c4ccccc4)cc(N4CCCC(O)C4)n3n2)c1 (centres undefined)
→ -10% | ? | -5%
> COC(=O)[C@@]1(Cc2ccc(OC)cc2)[C@H]2c3cc(C(=O)N4CCCC4)n(CCc4ccc(OC)c(Br)c4)c3C[C@H]2CN1C(=O)c1ccccc1
→ / | 21µM* | 10%
> Cc1ccc(C)c(S(=O)(=O)c2nnn3c2nc(NC2CCCCC2)c2sccc23)c1
→ -13% | ? | 3%
> CCc1nnc(NC(=O)CCC(=O)N2CCN(c3ccccn3)CC2)s1
→ -5% | ? | 3%
> COc1ccccc1-n1c(SCC(=O)NC2CCCCC2)nc2c(c1=O)SCC2
→ -4% | ? | 2%
> CC(C)OC(=O)CSc1nnc2c(n1)[nH]c1ccc(F)cc12
→ -2% | -6% | 2%
> O=C(Nc1ccc(N2CCOCC2)cc1N1CCOCC1)c1ccc(F)cc1
→ -3% | -29% | 0%
> Cn1cccc1/C=C1\CCC/C(=C\c2cccn2C)C1=O
→ -6% | 29µM* | 12%
> O=C(CC1Nc2ccccc2NC1=O)Nc1ccccc1NC(=O)CC1Nc2ccccc2NC1=O (centres undefined)
→ -2% | / | -5%
> O=C(CN1CSCC1=O)N1CCN(S(=O)(=O)c2cc(C(F)(F)F)ccc2Cl)CC1
→ -5% | ? | -1%
> COc1ccccc1N1CCN(C(=O)CSc2n[nH]c(-c3ccccc3Cl)n2)CC1
→ -5% | ? | 8%
> CC(=O)c1cc(-c2ccccc2)n(CCC(=O)NC2CCCCCC2)c1C
→ 3% | ? | 0%
> CCOCCCNc1nc(-c2ccccc2)nc2ccccc12
→ 3% | 15µM* | /
> O=C(OCc1ccccc1)C1=NNC2C(=O)N(Cc3ccccc3)C(=O)C12 (centres undefined)
→ -17% | -21% | 7%
> CC[C@]12c3[nH]c4ccc(Cl)cc4c3CCN1C(=O)[C@@H](CC(=O)NCc1ccc(OC)c(OC)c1)C[C@@H]2C(=O)N1CCN(C(=O)C2CC2)CC1
→ -6% | 16µM* | 0%[56.1 µM]
> O=C(Cn1c(=O)sc2ccccc21)Nc1ccc(S(=O)(=O)N2CCCCC2)cc1
→ -7% | ? | 4%
> Cc1ccc(-c2nn(CC(=O)NC3CCCC3)c3c2cnc2ccccc23)cc1
→ -4% | -10% | 5%
> O=C(O)[C@H](Cc1ccccc1)N1C(=O)c2ccncc2C1=O
→ 2% | -4% | -5%
> CN1CCN(c2ccc(Cl)cc2NS(=O)(=O)c2ccccc2Cl)CC1
→ -1% | ? | 8%
> CCCN(CCC)S(=O)(=O)c1ccc(C(=O)N2CCn3c4c(c5cc(C)ccc53)CCCC42)cc1 (centres undefined)
→ -6% | ? | -1%
> O=[N+]([O-])c1cccc(NNS(=O)(=O)c2ccccc2F)c1
→ -17% | ? | /
> Cc1ccsc1CN(C(=O)c1oc2ccc(F)cc2c1C)C1CCS(=O)(=O)C1 (centres undefined)
→ 2% | 7.3µM* | 10%
> S=C(NCc1ccccc1)Nc1ccc2cn[nH]c2c1
→ -2% | -13% | /
> CC(C)=N/N=C1/NC(=O)C(Cc2ccccc2)S1 (centres undefined)
→ -9% | 14% | /
> c1ccc2c(c1)c1c3n2CCNC3CCC1 (centres undefined)
→ -3% | -14% | -11%
> O=C(CC1(CC(=O)N2CCOCC2)CCCC1)Nc1ccccc1
→ 1% | 26% | 0%
> Cc1noc(C)c1COC(=O)C1CCN(S(=O)(=O)c2c(Cl)cccc2Cl)CC1
→ -1% | 0% | /
> COc1cc(C(=O)OCC(=O)NCCCc2ccccc2)ccc1OCC(C)C
→ -2% | 14% | 5%
> CC(=O)c1cc(-c2ccccc2)n(CCC(=O)Nc2ccc(C)cc2C)c1C
→ -4% | -19% | 0%
> COc1ccccc1OC(C)C(=O)Nc1ccc(S(=O)(=O)N2CCN(C)CC2)cc1 (centres undefined)
→ -2% | 9% | /
> Cc1ccc(CSc2ncc(Cl)c(C(=O)Oc3ccccc3F)n2)cc1
→ -7% | -5% | 0%
> CCN(CC)S(=O)(=O)c1cccc(NC(=O)CNc2cccc(S(=O)(=O)N3CCCC3)c2)c1
→ -26% | 1.2µM* | 0%
> Cc1ccc2c(CNCc3cccs3)c(C(=O)O)n(Cc3ccc(F)cc3)c2c1
→ -4% | 5.2µM* | 3%
> O=C(CSc1ccc2ccccc2n1)c1ccccc1
→ -13% | ? | /
> c1ccc2sc(NC3=NCN(C4CCCCCC4)CN3)nc2c1
→ -2% | ? | 5%
> O=S(=O)(Nc1cccc(-c2cn3cccnc3n2)c1)c1ccc(Cl)cc1
→ -17% | ? | -1%
> C[C@@H]1CN([C@H](C)CO)C(=O)c2cc(NC(=O)C3CCCCC3)ccc2O[C@@H]1CN(C)Cc1ccc(C(F)(F)F)cc1
→ -7% | ? | 3%
> COc1ccc(C(=O)NCc2cccnc2)cc1C(=O)NCc1cccnc1
→ -1% | -3% | 11%&4%[56.1 µM]
> Cc1ccc(Cl)cc1NC(=O)c1ccc(NC(=O)N2CCSc3ncccc32)cc1
→ -7% | 21µM* | 8%
> COc1ccc(C(=O)NC(C)CCc2ccccc2)cc1[N+](=O)[O-] (centres undefined)
→ -1% | ? | /
> O=c1cc(CO)oc(CN2CCC(Cc3ccccc3)CC2)c1O
→ 4% | -7% | 0%
> COc1cc(/C=N/OCC(=O)Nc2cc(C)cc(C)c2)ccc1OCc1ccc(Cl)cc1
→ -8% | 13µM* | 6%

Gathered by group, the compounds so far with an NH in an aromatic ring
Screens in order: GCN5L2 inh | DT40 TDP1 no CPT | TDP1 inh
> S=c1[nH]c(-c2ccccc2)cn1-c1ccccc1
→ -1% | 3% | /
> COc1cccc(N2CCN(C(=O)CCn3c(=S)[nH]c4cc5c(cc4c3=O)OCO5)CC2)c1
→ -8% | / | 1%
> CC(C)OC(=O)CSc1nnc2c(n1)[nH]c1ccc(F)cc12
→ -2% | -6% | 2%
> COc1ccccc1N1CCN(C(=O)CSc2n[nH]c(-c3ccccc3Cl)n2)CC1
→ -5% | ? | 8%
> CC[C@]12c3[nH]c4ccc(Cl)cc4c3CCN1C(=O)[C@@H](CC(=O)NCc1ccc(OC)c(OC)c1)C[C@@H]2C(=O)N1CCN(C(=O)C2CC2)CC1
→ -6% | 16µM* | 0%[56.1 µM]
> S=C(NCc1ccccc1)Nc1ccc2cn[nH]c2c1
→ -2% | -13% | /

(list continues)
Screens in order: GCN5L2 inh | DT40 TDP1 no CPT | TDP1 inh
> COc1ccccc1OCCSc1nnnn1-c1ccc(C)cc1
→ -7% | -28% | 1%
> CCCCNC(=O)C1CCC(CNS(=O)(=O)c2cccc3nsnc23)CC1 (centres undefined)
→ -5% | 0% | 3%
> COc1cccc(-c2nnc(SCC(=O)Nc3ccc(S(N)(=O)=O)cc3)n2C)c1
→ 1% | ? | -1%
> CC(C)N(C(=O)[C@H]1C[C@H](CC(=O)NC(C)(C)C)C(=O)N2CCc3c([nH]c4ccc(Cl)cc34)[C@]12C)C(C)C
→ -14% | 6.5µM* | 1%[56.1 µM]
> CCOC(=O)c1scc(-c2ccc(C)cc2)c1S(=O)(=O)Nc1ccc(OC)c(Cl)c1
→ 5% | 15µM* | -1%
> COc1ccc(C(=O)N/N=C(\C)CC(=O)Nc2ccccn2)cc1OC
→ -3% | -4% | /
> O=S(=O)(c1cccc(F)c1)N1CCC(CO)(Cc2cccc(F)c2)CC1
→ -4% | ? | 6%
> C=CCn1c(SC(C)C(=O)Nc2ccc(Cl)cn2)nnc1C1CC1 (centres undefined)
→ -1% | -10% | 0%
> O=S(=O)(NCc1cccs1)c1cccc2cccnc12
→ 4µM* | -1% | 0%
> Cc1cc(C)nc(/N=C(\NC(=O)C(C)(C)C)Nc2ccc(F)cc2)n1
→ -1% | -3% | 5%
> O=C(NC1CCCc2ccccc21)c1cccc(S(=O)(=O)N2CCOCC2)c1 (centres undefined)
→ -5% | ? | 3%
> O=S(=O)(c1cccc(Cl)c1)n1c(/C=C/c2ccccc2Cl)nc2ccccc21
→ -16% | 13µM* | 3%
> COCC1CCN(Cc2nc(-c3cccs3)no2)C1 (centres undefined)
→ -7% | -4% | 3%
> N#Cc1cccc(-c2nc(Nc3ccccc3)c3ccccc3n2)c1
→ -9% | -13% | -7%[56.1 µM]
> Cc1ccc(C(=O)CCC(=O)OC(C)C(=O)NC2CCCCC2C)cc1 (centres undefined)
→ 2% | -13% | 0%
> O=C(Nc1ccc(Br)cc1)c1cccc(N2C(=O)C3C4CCC(C4)C3C2=O)c1 (centres undefined)
→ -3% | 29µM* | 5%
> N#CC(c1ccc(O)cc1)N1CCCCC1 (centres undefined)
→ -4% | -8% | -1%
> CC(=O)c1ccc(OCC(=O)NC2CCS(=O)(=O)C2)cc1 (centres undefined)
→ 0% | -2% | 7%
> O=C(Cn1ncc(N2CCCC2)c(Cl)c1=O)c1ccc(Cl)cc1
→ -6% | 18% | 3%
> Cc1nn(CC(=O)NCCc2ccco2)c(=O)c2nn(-c3ccccc3)c(C)c12
→ -1% | -5% | -5%
> CCOc1ccc(C(=O)NCCc2csc(-c3cccc(C)c3)n2)cc1
→ -1% | ? | 7%
> O=C(NC(=S)Nc1ccc2oc(=O)ccc2c1)c1cccc(Cl)c1
→ -7% | ? | 4%
> O=C(O)c1ccc(-c2nnn(Cc3cccc(C(F)(F)F)c3)n2)cc1
→ -2% | -20% | /
> CCOC(=O)C1CCN(C(=O)c2ccc3c(c2)OCO3)CC1
→ 0% | -16% | 0%
> CC1CC(C)CN(C(=O)c2ccc3nc[nH]c3c2)C1 (centres undefined)
→ -2% | 6% | 4%
> CCOc1ccc(Nc2nc3c(S(=O)(=O)c4cccc(Cl)c4)nnn3c3ccsc23)cc1
→ -7% | ? | 3%
> COc1cccc(NC(=O)CN2CCN(S(=O)(=O)c3ccc(C(C)C)cc3)CC2)c1
→ ? | ? | 3%
> Cc1ccc(C)c(N(C)C(=O)c2coc(=O)c3ccccc23)c1
→ -3% | 23µM* | 5%

Entries listed so far containing a nitro group on carbon, in the order listed:
Screens in order: GCN5L2 inh | DT40 TDP1 no CPT | TDP1 inh
> O=[N+]([O-])c1cccc(NNS(=O)(=O)c2ccccc2F)c1
→ -17% | ? | /
> COc1ccc(C(=O)NC(C)CCc2ccccc2)cc1[N+](=O)[O-] (centres undefined)
→ -1% | ? | /
